bub3 – NCI yeast anticancer drug screen, S. cerevisiae bub3 mutant strain; growth inhibition, % at 50 µM; actives 9.9% (n = 78,000); AID 167, 2004;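 note: 0% = growth of vehicle-only cultures of the same strain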
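Growth of a checkpoint-deficient yeast mutant is measured after compound exposure. Values represent inhibition relative to vehicle.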
rad50 – NCI yeast anticancer drug screen, S. cerevisiae rad50 strain. % growth inhibition at 50 µM. actives 10% (n = 79,000);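 note: 0% = growth of vehicle-only cultures of the same strain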
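Yeast carrying a defined DNA repair defect were exposed to test compounds, and growth was compared with vehicle-treated controls to give percent inhibition.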
mlh1 rad18 – NCI yeast anticancer drug screen, S. cerevisiae mlh1 rad18 strain; AID 175, 2004; % growth inhibition at 50 µM; actives 11% (n = 79,000);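 note: 0% = growth of vehicle-only cultures of the same strain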
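In this whole-cell yeast screen, a strain with altered DNA damage repair is challenged with compound, and its growth is measured against matched vehicle-treated controls.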
yeast cln2 rad14 – NCI yeast anticancer drug screen, S. cerevisiae cln2 rad14 strain; % growth inhibition at 50 µM; actives 8.3% (n = 78,000);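 note: 0% = growth of vehicle-only cultures of the same strain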
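Readout is yeast growth inhibition versus vehicle-treated controls, using a strain with cln2 and rad14 alterations exposed to compound.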
yeast sgs1 mgt1 – NCI yeast anticancer drug screen, S. cerevisiae sgs1 mgt1 strain | % growth inhibition at 50 µM | actives 10% (n = 78,000) | AID 161, 2004;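 note: 0% = growth of vehicle-only cultures of the same strain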
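Test agents were incubated with a DNA-repair-mutant yeast strain. Growth was then read and compared against vehicle-treated controls.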
yeast mec2-1 – NCI yeast anticancer drug screen, S. cerevisiae mec2-1 strain. % growth inhibition at 50 µM. actives 9% (n = 79,000). AID 157, 2004;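 note: 0% = growth of vehicle-only cultures of the same strain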
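Compounds were applied to mec2-1 yeast cells. Their growth was then compared with that of vehicle-treated cultures to give growth inhibition.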
An asterisk follows results filed as active; & = joins results of further samples; ! = repeats disagree. Cut-off read from the data, not from the text of the source: active = growth inhibition above about 70%; inactive = the rest.

smiles	bub3	rad50	mlh1 rad18	yeast cln2 rad14	yeast sgs1 mgt1	yeast mec2-1
NNc1cc(Cl)ccc1Cl	92*	91*	91*	92*	94*	92*
Oc1ccccc1-c1nc2ccccc2s1	10	0	-10	-3	8	-37
CCC(C)C(=O)OC1OCC23C(OC(C)=O)C(O)C(OC(C)=O)C1(C)C2CC(O)C1(C)C3C(=O)C(O)C2(C)C(c3ccoc3)CC3OC321 (centres undefined)	12	3	29	5	-1	-8
O=C(NCCCl)NCc1cccc2c1CCCC2	-3	-12	-24	-26	-4	10
COc1ccc(C(C#N)=C2C=CC(=NOC(=O)c3ccccc3)C=C2)cc1	-6	3	23	2	12	46
O=C1C/C(=C/c2cc3c(cc2[N+](=O)[O-])OCO3)C(=O)N1c1ccccc1	-3	16	10	-10	18	7
OCCCC(Sc1ccccc1)c1ccccc1 (centres undefined)	0	46	52	40	67	78*
O=C(O)c1cscc1Cc1cccs1	-76	0	14	-31	-44	-14
C#Cc1ccccc1N1C(=O)C=CC1=O	25	-5	18	26	14	-5
C=C(C)c1ccc(C(C)C)cc1	-14	-38	-3	5	-25	-40
CCOC(=O)CCCSCCCC(=O)CCCSCCCC(=O)OCC	3	9	-1	-54	12	-7
CC1CCCc2c(CC3CC(=O)NC(=O)C3)nc(N)nc21 (centres undefined)	-5	7	-23	-8	-19	5
O=C1NC(=O)C(=NC2C(=O)NC(=O)NC2=O)C(=O)N1	26	7	20	2	31	29
C=C(CCCCCCCCCCCCCCCC)C(=O)O	68	38	28	19	28	29
CCOC1=CC(=O)C(=O)c2ccccc21	-1	-1	10	-18	-6	-10
COc1ccc2c(c1)CCc1cn[nH]c1-2	-6	7	3	-15	-7	7

Molecules listed so far that have two or more sulfur atoms, in the order listed:
smiles	bub3	rad50	mlh1 rad18	yeast cln2 rad14	yeast sgs1 mgt1	yeast mec2-1
O=C(O)c1cscc1Cc1cccs1	-76	0	14	-31	-44	-14
CCOC(=O)CCCSCCCC(=O)CCCSCCCC(=O)OCC	3	9	-1	-54	12	-7

More records
smiles	bub3	rad50	mlh1 rad18	yeast cln2 rad14	yeast sgs1 mgt1	yeast mec2-1
CCC(N)(CO)CO	44	4	-30	72*	10	8
Nc1ccc2c(-c3ccccc3)cc(=O)[nH]c2c1	5	2	10	-39	8	24
Cc1cccc2c1CCC21OC(=O)c2c1cc(F)c1ccccc21 (centres undefined)	14	-13	4	3	-8	-15
C/C=C/C(=O)NCC(C(C)C)/[N+]([O-])=N/O (centres undefined)	92*	92*	92*	91*	93*	93*
Oc1c(CN2CCCCC2)ccc2ccccc12	-9	-16	-15	-10	-31	-78
Cc1ccccc1NC(=S)Nc1ccccc1O	98*	97*	95*	-28	91*	94*
Cn1cc(C(CC(=O)c2ccccc2)C(=O)O)c2ccccc21 (centres undefined)	37	-6	8	-21	11	-14
C/C(=N/NC(=S)N1CCCC1)c1cccc(/C(C)=N\NC(=S)N2CCCC2)n1	-8	15	2	-3	-6	-15

A second format for 2 compounds above:
C/C=C/C(=O)NCC(C(C)C)/[N+]([O-])=N/O (centres undefined)
  bub3: 92* | rad50: 92* | mlh1 rad18: 92* | yeast cln2 rad14: 91* | yeast sgs1 mgt1: 93* | yeast mec2-1: 93*

Oc1c(CN2CCCCC2)ccc2ccccc12
  bub3: -9 | rad50: -16 | mlh1 rad18: -15 | yeast cln2 rad14: -10 | yeast sgs1 mgt1: -31 | yeast mec2-1: -78

(list continues)
smiles	bub3	rad50	mlh1 rad18	yeast cln2 rad14	yeast sgs1 mgt1	yeast mec2-1
CCN(CC)c1cc(C)c2nc3ccc(=[N+](CC)CC)cc-3sc2c1	-85	4	-99	-60	-104	-60
Fc1cccc(C(Nc2nncs2)Nc2nncs2)c1	-4	14	-4	-12	-2	0
[B-]([C+]1CCCCC1)N1C=CC=CC1	5	1	-2	-5	16	1
CCCOC(=O)COc1ccc(C(C)(C)C)cc1	6	10	2	2	4	-1
OCc1ccc2c(c1)CC1(C2)Cc2cc3c(cc2C1)CCC3	25	34	31	16	35	15
CCOc1ccccc1C(=O)Oc1ccc(C)cc1	-6	-5	24	-4	7	-19
O=C(O)/C=C/C(=O)Nc1cccc2c1C(=O)c1ccccc1-2	96*	92*	96*	90*	97*	98*
O=C1NCC(CCl)O1 (centres undefined)	18	8	2	9	-2	-12
O=C1CC2C(=O)N(Cc3ccccc3)C1C=C2S(=O)(=O)c1ccccc1 (centres undefined)	-1	-16	5	4	37	22
COC1C(CO)OC(n2c3c(Cl)cccc3c3c4c(c5c6cccc(Cl)c6[nH]c5c32)C(=O)NC4=O)C(O)C1O (centres undefined)	7	17	-21	20	-1	8
COc1ccc(Cl)cc1NC(=O)c1ccc(C(=O)Nc2cc(Cl)ccc2OC)cc1	1	-6	10	-23	-10	7
COc1cc(C(=O)O)ccc1O	-5&0	13&-27	20&-25	-9&8	22&-12	-3&-27
O=C(CCCCCCCCCCC(=O)NO)NO	2	-4	21	2	-10	-11
Cc1c(-c2ccccc2)nc(N(C)C)oc1=O	-16	19	-8	-9	-7	-5
Cc1cc(=O)n(-c2ccc(S(=O)(=O)Nc3nccs3)cc2)c(C)c1C(=O)O	-4	-30	1	18	3	-7
CN(C)c1ccc2oc(=O)c3ccccc3c2c1	0	6	-33	-2	2	8
CC1(C)CC(=O)C2(C)C(C1O)C2C1C2C(O)C(C)(C)CC(=O)C21C (centres undefined)	8	-11	-16	-7	-5	3
CC(=O)c1ccc(N)cc1	-3	7	20	-1	27	15
N#CC(C(=O)O)C(c1c(Cl)cccc1Cl)C(C#N)C(=O)O (centres undefined)	5	23	16	-1	-1	-7
C[N+]1(C)N=C([O-])N(CCCCCCN2C(=O)[N+](C)(C)N=C2[O-])C1=O	9	10	15	10	15	-13
CN1C(=O)C(O)Nc2ncncc21 (centres undefined)	2	-5	-33	-46	-5	-20
CCC(C#N)=C1CCCCC1	2	-5	-7	-10	-2	-17
COc1ccc(C(c2cc(OC)c(OC)c(OC)c2)N2C(=O)CCC2C(=O)O)cc1 (centres undefined)	-4	-22	-8	-12	-17	-14
CCOC(=O)c1ccc(NC(=O)Nc2cc(Cl)ccc2OC)cc1	34	4	20	-3	21	46
O=C(O)c1cc(C(=O)O)nc(C(=O)O)c1	6	-24	-1	-30	-16	-12
Oc1ccccc1C=Nc1ccccc1N=Cc1ccccc1O	87*!	81*	93*	9&60	91*!	89*
Oc1ccc(Cl)cc1-c1ccccc1	95*	94*	92*	74*	90*	97*
CC(=O)OCC(OC(C)=O)C(OC(C)=O)C(OC(C)=O)C(OC(C)=O)C(/C=N/Nc1ccccc1)=N/Nc1ccccc1 (centres undefined)	86*!	95*!	95*!	30&44	6&48	5&48
C[N+]1(C)CCC(c2ccccc2)(c2ccccc2)/C(=C2/C(=O)C(c3ccccc3)(c3ccccc3)CC[N+]2(C)C)C1	-32	-5	-21	35	1	-8
S=c1sc2c(n1-c1ccccc1)NC=NC2S (centres undefined)	6	14	16	19	46	-6
O=C1c2cc(Br)ccc2NC1(c1c[nH]c2ccccc12)c1c[nH]c2ccccc12	94*	92*	93*	93*	95*	95*
CCCC1OC(c2cc3c(cc2Br)OCO3)OCC1CC (centres undefined)	23	-4	-5	3	9	-9
O=C(O)c1cccc(C(=O)O)c1S(=O)Cc1ccccc1 (centres undefined)	-17	3	18	0	1	-15
O=C(Cc1ccccc1)NN=C1CCCCC1	20	-4	8	14	-18	13
Cc1cc(=O)[nH]c(NNC(C#N)c2cccc(O)c2)n1 (centres undefined)	-27	6	-27	5	-55	-44
CCc1cccc(NC(=O)c2cc(/C=C/c3ccccc3)[nH]c(=S)n2)c1	-7	-16	-12	-2	7	-19
Cc1cccc(/C=N/NC(N)=O)c1C	-10	5	2	15	-1	-2
CC(=O)OC1CCC2(C)C3=CCC4(C)C(C(C)=O)=CCC4C3CCC2C1 (centres undefined)	-23	-28	-23	13	-29	-22
O=C(O)c1ccccc1Cc1ccc2c(c1)CCCC2	26	17	47	-29	-5	12
COC1(OC)CC2C(=O)N(Cc3ccccc3)C1C(S(=O)(=O)c1ccccc1)C2S(=O)(=O)c1ccccc1 (centres undefined)	50	28	65	-32	46	30

A second format for part of the listing above.
The line under a structure holds: bub3	rad50	mlh1 rad18	yeast cln2 rad14	yeast sgs1 mgt1	yeast mec2-1
> O=C(Cc1ccccc1)NN=C1CCCCC1
→ 20	-4	8	14	-18	13
> CC(=O)OC1CCC2(C)C3=CCC4(C)C(C(C)=O)=CCC4C3CCC2C1 (centres undefined)
→ -23	-28	-23	13	-29	-22
> O=C(O)c1ccccc1Cc1ccc2c(c1)CCCC2
→ 26	17	47	-29	-5	12

Additional entries
smiles	bub3	rad50	mlh1 rad18	yeast cln2 rad14	yeast sgs1 mgt1	yeast mec2-1
Cc1cc(NC(=O)c2ccccc2O)n(-c2ccccc2)n1	11	0	3	-3	8	18
CCCCCCCCCCCC(=O)C(=O)c1ccc(O)cc1O	96*	94*	97*	96*	96*	97*
O=C(SC1=NCCN1)c1cccc2ccccc12	22	0	-29	24	7	12
CCOC(=O)CCC(NC(=O)c1ccc(C=O)cc1)C(=O)OCC (centres undefined)	-16	9	-16	4	4	9
COc1ccc(C(=C(Cl)c2ccccc2)c2ccc(OC)cc2)cc1	6	-57	-25	-11	12	21
NC(=O)C(CC(=O)O)NC(=O)c1ccccc1 (centres undefined)	-11	8	10	-35	3	1
N#CC(C(=O)C(=O)Nc1cccc(C(F)(F)F)c1)c1ccccc1 (centres undefined)	7	-23	13	-21	17	10
N#CSC1CCCCC1SC#N (centres undefined)	-3	11	6	-14	7	6
CC1=NC(=Cc2cc(Br)cc(Br)c2)C(=O)N1n1c(-c2ccccc2)nc2ccccc2c1=O	-25	-13	3	1	-2	-16
O=C1NC(=S)N/C1=C\c1cccs1	-7	-21	-45	-20	15	-7
CC(CO)C1C[C@H](O)[C@@]2(C)CC(=O)C=C(CO)[C@@H]2C1 (some centres undefined)	-7	35	-46	26	-4	23
CSc1nc(C#N)c(/N=C\N(C)C)n1C	-14	-42	-23	-2	-21	-49
O=C(NC[N+]12CCO[B-]1(c1ccc(Cl)cc1)OCC2)c1ccccc1O (centres undefined)	24	19	56	25	24	0
NC(=O)c1nnn(-c2ccccc2)n1	-6	-10	-13	-12	-10	-9
O=[N+]([O-])c1cc(Br)cc2c1nc(NCCCO)c1ccccc12	95*	96*	99*	94*	98*	96*
O=C(O)CC(=O)Nc1ccccc1S	-4	8	-5	-98	20	0
COc1ccc(C(C#N)(c2ccc(OC)cc2)C(C#N)(c2ccc(OC)cc2)c2ccc(OC)cc2)cc1	-7	-10	19	8	-11	0
CC(C)CC(NC(=O)C(Cc1ccccc1)NC(=O)C(Cc1ccccc1)NC(=O)OC(C)(C)C)C(=O)OCc1ccccc1 (centres undefined)	1	-3	6	-7	-6	-10
O=C(NCCCc1ccccc1)Nc1ccccc1	-1	16	3	-10	-8	-1
O=C(NC/C=C/Br)Oc1cccc2ccccc12	3	0	11	37	1	19
O=C(O)c1ccc(C(=O)O)c(C(=O)Nc2ccc3c(c2)C(=O)c2ccccc2-3)c1	10	42	49	-3	-2	-27
N#Cc1c(N2CCCC2)nsc1NCc1ccccc1	24	0	10	17	0	-34
O=C1CSC(c2cc(O)ccc2O)N1c1nncs1 (centres undefined)	-49	-15	-18	-36	-5	-1
CCOc1c/c(=N\N=C(/C)c2ccc(Cl)cc2)n(C)c(=O)n1C	-7	-14	-13	-35	-10	-8
O=C(O)C1OC1(c1cccc(Cl)c1)c1ccccc1Cl (centres undefined)	90*	90*	90*	91*	93*	92*
C=CCC(O)CCCCC (centres undefined)	-11	0	-23	21	16	-23
O=C(O)c1ccccc1N=N/C(=N\Nc1ccccc1C(=O)O)c1ccnc2ccccc12	3	38	27	11	29	10
CC(=O)NC1C(O)C(O)C(CO)OC1n1nc(SCc2ccccc2)c(=O)[nH]c1=O (centres undefined)	-24	4	-36	-6	-13	12
CCOC(=O)C(O)Cc1ccc(N)cc1 (centres undefined)	13	6	3	10	12	12
CCN(CC)CCN=C1Nc2ccccc2N(O)N1	13	1	-3	-23	12	-2
CC(C)CC(CC(C)C)NCC(C)OC(=O)C(c1ccccc1)c1ccccc1 (centres undefined)	68	29	95*	21	85*	50
Cc1cccc(Cl)c1NC(=O)c1c(Cl)c(Cl)c(Cl)c(Cl)c1C(=O)O	-2	11	22	-30	0	11
O=c1[nH]c2cc([N+](=O)[O-])ccc2nc1/C=C(\O)c1ccc(F)cc1	21	26	42	23	18	0
O=C(COc1ccc(C(=O)O)cc1)Nc1ccccc1	31	2	4	-2	6	29
CC(=O)OC1C(OC(C)=O)C2C(C)CC3OC(=O)C(C)C3CC2(C)C1OC(C)=O (centres undefined)	67	78*	73*	32	74*	77*
N#CC1=CN(Cc2ccc3c(c2)OCO3)C=CC1C#N (centres undefined)	-9	19	-7	-22	0	-4
